NS5 inhibitors: flavivirus cap methylation enzyme inhibition – biochemical, confirmation dose response, primary screen (AID 588689). Dengue-2 NS5 methyltransferase capping enzyme assay, biochemical; higher % means a stronger effect. one-dose inhibition, % at 25 µM; IC50 in µM for titrated hits. 0.3% of 340,000 active; in the data active means a potency from the dose series; inconclusive means inhibition above about 29% without an active follow-up result
MgcRacGAP inhibition: MgcRacGAP GTPase-activating activity inhibitors, confirmation, biochemical, ADP Hunter fluorescence | inhibition, % at 30 µM; hits with a dose series show IC50 in µM | 0.6% of 340,000 active | AID 624330 | MgcRacGAP-stimulated Rac1 GTP hydrolysis, ADP Hunter fluorescence; higher % means a stronger effect; GST-tagged Rac1 F28L mutant substrate;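 active means first-screen hits whose inhibition reached a set limit at any dose in the follow-up dose series; inconclusive means inhibition above the set first-screen limit but never retested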;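 further: fluorescence reports GDP produced by GAP-driven GTP hydrolysis; strong numbers were not always called active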
NS5 inhibitors pilot replicate: recorded beside NS5 inhibitors, whose call it bears; inhibition, %; measured here: pilot screen replicate inhibition
* hit, by the source's call; ? = inconclusive. Not all compounds are listed; count on the stated rates, not on these rows.

SMILES | NS5 inhibitors | MgcRacGAP inhibition | others
CCC[C@@H](CN1CCC[C@H]1CN1C(N)=NC[C@H]1C(C)C)N1C[C@@H](Cc2ccccc2)N(CCCC2CCCC2)C1=N | 3% | 12%
O=C(COC(=O)c1cc(=O)[nH]c2ccccc12)NC1CCCCC1 | -16% | 3%
C[C@@H]1CN([C@@H](C)CO)C(=O)c2cc(C#CC3CCCCC3)cnc2O[C@@H]1CN(C)S(=O)(=O)c1ccc(F)cc1 | 4% | 17%
O=C(CSc1nc2ncc(Cl)cc2[nH]1)N1CCOCC1 | -21% | 0%
Cc1onc(-c2ccccc2)c1C(=O)OCC(=O)N1CCCCC1 | -2% | -2%
CCc1cc2c(SC(C)C(=O)NC3CCCC3)ncnc2s1 (stereo not drawn) | 5% | 1%
O=C(Nc1cccc(S(=O)(=O)N2CCCC2)c1)c1cncc(Br)c1 | -7% | 8%
O=C1NC(=O)C2(CCCc3c([N+](=O)[O-])cccc32)N1 (stereo not drawn) | -5% | 7%
Cc1ccc(NC(=O)c2ccco2)cc1 | -4% | 6%
CCCCN1C(=O)C(CC(=O)NCc2cccc3ccccc23)CC(C(=O)N2CCOCC2)=C1C (stereo not drawn) | -4% | 13%
COc1ccc(NC(=O)Nc2cccc3c2O[C@H](CN(C)S(C)(=O)=O)[C@@H](C)CN([C@H](C)CO)C3=O)cc1 | -42% | 6%
Cc1ccc(OC(=O)N(C)C[C@@H]2OCc3cn(nn3)CCCC(=O)N([C@H](C)CO)C[C@H]2C)cc1 | 0% | 10%
COc1ccccc1NC(=O)c1ccccc1SCC(=O)N1CCCC1 | 0% | 10%
COc1ccc(CC(=O)Nc2cc(S(=O)(=O)N3CCCCC3)ccc2OC(C)C)cc1OC | -5% | 3%
COc1ccccc1N1CCN(CC(=O)NC(=O)NCc2ccccc2)CC1 | -6% | 13%
CCOc1ccc(NC(=O)c2cccc(NC(C)=O)c2)cc1S(=O)(=O)N1CCCC1 | -2% | 6%
NC(CCC(=O)NC(CS)C(=O)NCC(=O)O)C(=O)O (stereo not drawn) | -4% | 1%
N#Cc1ccc(NC(=O)COc2ccc(-n3cnnn3)cc2)cc1 | 6% | 4%
Cc1cc(C)nc(NC(N)=NCCc2ccccc2)n1 | 1% | 4%
CCOC(=O)[C@H]1[C@H]2COc3ccc(OC)cc3[C@H]2N2C(=O)CN(Cc3ccccc3)C(=O)[C@@]12C | -2% | 6%
C[C@H](O)[C@@H]1CN2CCc3c([nH]c4ccc(-c5ccc6c(c5)OCO6)cc34)[C@@H]2C[C@@H]1N(C)C(=O)Nc1ccc(F)cc1 | -11% | 3%
COc1ccc(Cl)cc1NC(=O)CSc1nnc(C2CC2)n1N | -1% | 3%
Cc1ccc(-c2cccc([C@H]3[C@@H]4C=CC[C@@H](C)[C@@H]4C(=O)N3Cc3ccccc3)c2)cc1 | -2% | 4% | NS5 inhibitors pilot replicate=0.0
CCN(CC)S(=O)(=O)c1ccc(OC)c(NC(=O)CSCc2c(C)noc2C)c1 | 0% | 2%
CCCn1nc(C(=O)Nc2cccc(S(=O)(=O)N3CCOCC3)c2)c2ccccc2c1=O | -6% | 27%
CC(C)(C)OC(=O)N(CCc1ccccc1)Cc1cccc(OCc2cccc(NC(=O)C3CCCC3)c2)c1 | -6% | 6%
Cc1ccc(N(O)C(C)(C)C)cc1 | 2% | -16%
O=C(CN1CCN(Cc2ccc3c(c2)OCO3)CC1)Nc1ccc2[nH]c(=O)[nH]c2c1 | 8% | 5%
CC(=O)c1ccc(NC(=O)CN2c3cccc4cccc(c34)S2(=O)=O)cc1 | 3% | 0%
CC(CC(=O)c1ccccc1)=NCC(O)CN=C(C)CC(=O)c1ccccc1 (stereo not drawn) | -3% | 6%
CN1CCCN(C(=O)CNC(=O)c2ccc(Cl)cc2Cl)CC1 | -7% | 2%
O=C(NN=Cc1ccc2c(c1)OCO2)C1CC1 | 2% | -7%
CSC(=S)NN=C(C)c1cccc(C)n1 | 5% | 6%
CCOC(=O)c1cc(-c2ccccc2C)nn1CC1CC(c2cccnc2)=NO1 (stereo not drawn) | -8% | 5%
O=C(NC1CCCCC1)c1csnn1 | 0% | 0%
CCN(CC(=O)Nc1ccc(OC)cc1)C(=O)c1ccc2ccccc2c1 | 6% | 0%
CN(C(=O)c1cccc(NC(=O)Cc2ccc(NC(=O)C3CCN(C(=O)C4CCCC4)CC3)cc2)c1)C1CCCC1 | -6% | -1% | NS5 inhibitors pilot replicate=-5.4
CN(C(=O)c1cccc(NC(=O)Cc2cccc(NC(=O)C3CCN(C(=O)C4CCCCC4)CC3)c2)c1)C1CCC1 | -6% | 5% | NS5 inhibitors pilot replicate=-5.8
Cc1ccc(S(=O)(=O)c2nc(-c3cccs3)oc2N2CCC(C(N)=O)CC2)cc1 | 2% | 7%
CC(C)(C)OC(=O)N1CCC(C(=O)Nc2cccc(C(=O)NCc3ccccc3)c2)CC1 | 0% | 8% | NS5 inhibitors pilot replicate=-0.6
CCN(c1ccccc1)S(=O)(=O)c1cc(NC(=O)CN2CCN(C)CC2)ccc1Cl | 0% | ?
CN(C)S(=O)(=O)c1ccc(/C(O)=C2/C(=O)C(=O)N(CCN3CCCCC3)C2c2cccnc2)cc1 (stereo not drawn) | 1% | 9%
Cc1ccc(S(=O)(=O)N2CCCCC2)cc1NC(=O)c1ccco1 | -3% | 16%
C[C@H](NC(=O)c1ncn(C)c1C(=O)N[C@@H](C)c1ccccc1)c1ccccc1 | -6% | 3%
CC(C)n1nc(C(=O)OCC(=O)NCCc2ccc(S(N)(=O)=O)cc2)c2ccccc2c1=O | 4% | 6%
CCC(C)NS(=O)(=O)c1ccc(NC(=O)CNCc2cccs2)cc1 (stereo not drawn) | 5% | 28%
CN(Cc1ccc(C(C)(C)C)cc1)C(=O)c1ccc2c(c1)OCO2 | -3% | 5%
Cc1cccc(NC(=O)CN(C)C(=O)C2CC2)c1C | -6% | 1%
C[C@H]1CN([C@@H](C)CO)C(=O)c2cc(Br)cnc2O[C@H]1CN(C)C(=O)C1CC1 | -6% | 17%
CC1(C)C(=O)Nc2ccccc2N1C(=O)COC(=O)Cc1ccc(Cl)c(Cl)c1 | -7% | 3%
O=C(c1ccccc1)N(c1ccccc1)c1nccc2ccccc12 | -2% | 10% | NS5 inhibitors pilot replicate=3.4
CCOC(=O)[C@H]1[C@H]2COc3cc(OC)ccc3[C@@H]2N2C(=O)CN(C)C(=O)[C@@]12C | -2% | 11%
O=C(/C=C/c1ccccc1O)c1ccccc1 | -15% | 0%
CC(C)C[C@H]1COc2cc(Br)ccc2S(=O)(=O)N1 | -1% | 15%
CC(=O)c1ccc(Nc2nc(-c3ccccc3)nc3ccccc23)cc1 | -16% | 3%
COc1cccc(/C=C/C(=O)OCC(=O)Nc2ccc3c(c2)OCCO3)c1 | 0% | 14%
C=CCCC(=O)N1C[C@H]2CON(C)[C@H]2C[C@H]1c1cccc(N2CCOCC2)c1 | 3% | 15%
COc1ccc(CC(=O)Nc2cc(S(=O)(=O)N3CCOCC3)ccc2N2CCCC2)cc1 | 5% | 0%
O=C(Nc1ccccc1OC(=O)c1ccccc1)c1ccccc1 | -7% | -14%
COc1ccc(S(=O)(=O)N2CCOCC2)cc1NC(=O)CC(C)c1ccccc1 (stereo not drawn) | 4% | 1%
Other records.
SMILES | NS5 inhibitors | MgcRacGAP inhibition | others
O=C(OCC(=O)N1CCN(C(=O)c2ccco2)CC1)c1ccc(Cl)nc1 | -7% | 2%
O=C(COC(=O)CCNS(=O)(=O)c1ccc(Cl)cc1)Nc1ccccc1OC(F)F | -8% | 10%
O=C(Nc1ccc(Br)cc1Cl)c1ccc(OCC2CCCO2)cc1 (stereo not drawn) | -7% | 0%
O=C1C=C(c2ccoc2)N2CCC[C@H]2C1 | 3% | -3%
COc1ccc(-c2nc(S(=O)(=O)c3ccccc3)c(N3CCCC3)o2)cc1 | -13% | 27%
Cc1ccc(S(=O)(=O)N2CCCCC2)cc1NC(=O)COC(=O)c1cccc(O)c1 | -2% | 25%
O=C(COc1cccc(Br)c1)N/N=C/c1ccc2c(c1)OCCO2 | -9% | 5%
COc1ccc(CNC(=O)CN2CCC(NC(=O)c3cccc(OC)c3)CC2)cc1 | 2% | 23%
CN(C)c1ncnc2c1ncn2-c1ccccc1 | -4% | 5%
COc1cccc(NC(=O)COC(=O)c2ccc3c(c2)OCO3)c1 | -1% | 12%
O=C(NN=Cc1ccccc1)NN=Cc1ccccc1 | -8% | 6%
CC(C)(C)OC(=O)N1CCc2onc(-c3ccc([N+](=O)[O-])cc3)c2C1=O | -4% | 6%
CCN(CC)C(=O)C1=C(C)N(Cc2ccc(OC)cc2)C(=O)C(CC(=O)NCc2cccc3ccccc23)C1 (stereo not drawn) | 5% | 19%
N#Cc1cc2ccncc2c2ccccc12 | 2% | 8%
CCN(CC)S(=O)(=O)c1ccc(-c2cn3ccccc3n2)cc1 | 4% | 10%
Nc1ccc(S(=O)(=O)Nc2nccs2)cc1N=Nc1ccccc1[N+](=O)[O-] | 65µM* | 15%
C[C@@H]1CN([C@H](C)CO)C(=O)CCCn2nncc2CO[C@@H]1CN(C)S(=O)(=O)c1ccccc1 | 1% | 10%
O=C(CNC(=O)c1ccco1)NCc1ccc2c(c1)OCO2 | -3% | 3%
CCOC(=O)C1CCCN(CC(=O)Nc2ccc(C(=O)Nc3ccccc3OC)cc2)C1 (stereo not drawn) | 1% | 3%
COc1ccc(C(CNC(=O)c2cccc(S(=O)(=O)N3CCOCC3)c2)N2CCOCC2)cc1 (stereo not drawn) | 0% | -3%
c1ccc(-c2nnc3nc(N4CCCCC4)nc(N4CCCCC4)n23)cc1 | -7% | 9%
CC1C(=O)N(Cc2cn(CCC3OCCCO3)nn2)CCS(=O)(=O)N1Cc1ccc(-c2cccc(N(C)C)c2)cc1 (stereo not drawn) | -4% | 8%
CCOc1ccc(NC2=CC(=O)C(=O)c3ccccc32)cc1 | 5% | 11%
CC1=C(C(=O)N(C)C)CC(CC(=O)NCCN2CCOCC2)C(=O)N1Cc1ccc(C(C)(C)C)cc1 (stereo not drawn) | 0% | 18%
O=C(CN1c2cccc3cccc(c23)S1(=O)=O)NCc1ccc(F)cc1 | -5% | 2%
CC(C)(CNS(=O)(=O)c1cccs1)N1CCOCC1 | 0% | -2%
O=C(COC(=O)C1CCN(c2ccc(C(F)(F)F)cn2)CC1)NCc1cccc(Cl)c1 | -7% | 5%
Cc1cc(=O)[nH]c(SCC(=O)NC2CCCCCCC2)n1 | 6% | 0%
C1CC(=NN=C2CCSCC2)CCS1 | -1% | -1%
Cc1ccc(C(=O)NCC(=O)OCc2nc3ccsc3c(=O)[nH]2)cc1C | 7% | 10%

Already shown: 16 of the compounds above.
SMILES | NS5 inhibitors | MgcRacGAP inhibition | others
CC(C)n1nc(C(=O)OCC(=O)NCCc2ccc(S(N)(=O)=O)cc2)c2ccccc2c1=O | 4% | 6%
CCC(C)NS(=O)(=O)c1ccc(NC(=O)CNCc2cccs2)cc1 (stereo not drawn) | 5% | 28%
CN(Cc1ccc(C(C)(C)C)cc1)C(=O)c1ccc2c(c1)OCO2 | -3% | 5%
Cc1cccc(NC(=O)CN(C)C(=O)C2CC2)c1C | -6% | 1%
C[C@H]1CN([C@@H](C)CO)C(=O)c2cc(Br)cnc2O[C@H]1CN(C)C(=O)C1CC1 | -6% | 17%
CC1(C)C(=O)Nc2ccccc2N1C(=O)COC(=O)Cc1ccc(Cl)c(Cl)c1 | -7% | 3%
O=C(c1ccccc1)N(c1ccccc1)c1nccc2ccccc12 | -2% | 10% | NS5 inhibitors pilot replicate=3.4
CCOC(=O)[C@H]1[C@H]2COc3cc(OC)ccc3[C@@H]2N2C(=O)CN(C)C(=O)[C@@]12C | -2% | 11%
O=C(/C=C/c1ccccc1O)c1ccccc1 | -15% | 0%
CC(C)C[C@H]1COc2cc(Br)ccc2S(=O)(=O)N1 | -1% | 15%
CC(=O)c1ccc(Nc2nc(-c3ccccc3)nc3ccccc23)cc1 | -16% | 3%
COc1cccc(/C=C/C(=O)OCC(=O)Nc2ccc3c(c2)OCCO3)c1 | 0% | 14%
C=CCCC(=O)N1C[C@H]2CON(C)[C@H]2C[C@H]1c1cccc(N2CCOCC2)c1 | 3% | 15%
COc1ccc(CC(=O)Nc2cc(S(=O)(=O)N3CCOCC3)ccc2N2CCCC2)cc1 | 5% | 0%
O=C(Nc1ccccc1OC(=O)c1ccccc1)c1ccccc1 | -7% | -14%
COc1ccc(S(=O)(=O)N2CCOCC2)cc1NC(=O)CC(C)c1ccccc1 (stereo not drawn) | 4% | 1%

The list continues:
SMILES | NS5 inhibitors | MgcRacGAP inhibition | others
COc1cc(F)cc(-c2ccc3c(c2)c(C#Cc2ccsc2)c(-c2cc(OC)cc(OC)c2)n3C)c1 | 11% | 4%
Cc1ccc(NC(=O)c2ncn(CCCNCCCN3CCCC3=O)n2)cc1C | 4% | 1%
O=C(Nc1ccccc1)c1nc[nH]c1C(=O)NCCCCCCNC(=O)c1[nH]cnc1C(=O)Nc1ccccc1 | 0% | 5%
CCN(CC)C(=O)[C@H]1CC(CC(=O)NC(C)(C)C)C(=O)N2CCc3c([nH]c4ccc(OC)cc34)[C@]12C (stereo partly drawn) | -12% | 4% | NS5 inhibitors pilot replicate=-5.5
CC(C)(C)c1ccc(-n2ncc3c2CCCC3NC(=O)CCC2=NNC(=O)CC2)cc1 (stereo not drawn) | 5% | 6%
CC(C)NC(=O)Nc1ccc2c(c1)C(=O)N([C@@H](C)CO)C[C@@H](C)[C@@H](CN(C)S(=O)(=O)c1ccc(F)cc1)O2 | 2% | 7%
c1ccc2c(c1)ccc1ccccc12 | 1% | -4%

High-throughput results from PubChem BioAssay.
